Compound activity (PubChem)
KCNQ2 inh: KCNQ2 potassium channel inhibitors, primary screen, cell-based, CHO-K1, FluxOR thallium flux, B-score (AID 2156); O88943; 20 min; stronger effect = lower value; B-score at 10 µM; 1.1% of 310,000 active;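 active means fluorescence ratio B-score at most minus 3 library SDs, with starting brightness B-score within 2 library SDs, cut at about -5.5 in these data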
Target sequence (O88943 whole entry, looked up): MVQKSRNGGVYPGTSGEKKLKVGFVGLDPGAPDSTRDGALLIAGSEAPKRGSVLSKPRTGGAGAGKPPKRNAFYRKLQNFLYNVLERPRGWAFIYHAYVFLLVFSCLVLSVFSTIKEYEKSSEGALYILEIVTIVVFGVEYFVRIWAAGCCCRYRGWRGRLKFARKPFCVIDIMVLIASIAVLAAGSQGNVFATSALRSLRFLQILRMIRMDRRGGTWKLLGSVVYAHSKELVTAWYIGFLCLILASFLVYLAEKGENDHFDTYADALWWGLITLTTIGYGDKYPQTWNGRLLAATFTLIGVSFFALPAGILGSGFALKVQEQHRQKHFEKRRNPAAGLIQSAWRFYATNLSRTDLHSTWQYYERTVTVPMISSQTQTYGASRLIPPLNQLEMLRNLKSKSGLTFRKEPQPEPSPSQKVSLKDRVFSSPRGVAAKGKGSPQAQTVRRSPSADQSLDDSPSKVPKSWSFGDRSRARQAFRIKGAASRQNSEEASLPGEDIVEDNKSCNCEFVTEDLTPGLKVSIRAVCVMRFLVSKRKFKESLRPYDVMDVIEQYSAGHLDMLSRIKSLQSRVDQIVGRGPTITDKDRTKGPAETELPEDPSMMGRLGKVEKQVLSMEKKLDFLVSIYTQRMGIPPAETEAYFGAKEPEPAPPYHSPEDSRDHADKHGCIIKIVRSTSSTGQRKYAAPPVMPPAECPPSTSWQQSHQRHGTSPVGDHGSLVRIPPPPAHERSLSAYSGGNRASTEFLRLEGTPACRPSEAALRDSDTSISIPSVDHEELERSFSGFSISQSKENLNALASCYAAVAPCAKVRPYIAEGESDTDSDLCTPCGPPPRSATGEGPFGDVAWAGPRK
Kir21 block: inhibitors of mouse Kir2.1 inward-rectifier potassium channel | 0.85% of 310,000 active | HEK293-Kir2.1, FluxOR thallium flux fluorescence; stronger effect = lower value | B-score at 10 µM | P35561;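 active means fluorescence ratio B-score at or below minus 3 SD of library scores, with starting-brightness B-score within 2 SD, cut at about -4.2 in these data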;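 further: channel flux triggered by added potassium and thallium sulfate stimulus; B-score of peak minus minimum fluorescence over baseline after thallium stimulus; more negative B-score means stronger Kir2.1 block with less thallium influx; some compounds called inactive have numbers as strong as hits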
Numbers without * were called inactive; i = inactive.

Preview (six entries):
KCNQ2 inh | Kir21 block | SMILES
i | 0.56 | Cc1ccc(S(=O)(=O)N2CCCCC2)cc1NC(=O)Nc1ccc(Cl)cc1Cl
i | 0.53 | Cc1ccc(NC(=O)COC(=O)/C(=C/c2cccs2)c2cccs2)cc1S(=O)(=O)N(C)C
i | -0.86 | C=CCOc1ccc(C2C(C(=O)c3ccco3)=C(O)C(=O)N2Cc2cccnc2)cc1 (stereo not given)
i | 0.03 | Cc1ccc(OC(C)C(=O)N/N=C/c2ccccn2)cc1 (stereo not given)
i | 0.01 | CN(Cc1cc(=O)n2ccsc2n1)c1ccccc1
i | 0.08 | COc1ccc(-n2c(=O)c3ccccc3n(CC(=O)NCc3ccco3)c2=O)cc1

The list itself, repeating the preview:
KCNQ2 inh | Kir21 block | SMILES
i | 0.56 | Cc1ccc(S(=O)(=O)N2CCCCC2)cc1NC(=O)Nc1ccc(Cl)cc1Cl
i | 0.53 | Cc1ccc(NC(=O)COC(=O)/C(=C/c2cccs2)c2cccs2)cc1S(=O)(=O)N(C)C
i | -0.86 | C=CCOc1ccc(C2C(C(=O)c3ccco3)=C(O)C(=O)N2Cc2cccnc2)cc1 (stereo not given)
i | 0.03 | Cc1ccc(OC(C)C(=O)N/N=C/c2ccccn2)cc1 (stereo not given)
i | 0.01 | CN(Cc1cc(=O)n2ccsc2n1)c1ccccc1
i | 0.08 | COc1ccc(-n2c(=O)c3ccccc3n(CC(=O)NCc3ccco3)c2=O)cc1
i | -0.65 | Cc1ccc(CN(C(=O)N2CCN(C)CC2)S(=O)(=O)c2ccc(C)cc2)cc1
i | -0.61 | O=C(NCc1ccccc1)c1ccc(=O)[nH]n1

Continued.
KCNQ2 inh | Kir21 block | SMILES
i | 0.91 | COc1cccc(C(=O)Nc2nc(SCc3ccc(Cl)cc3)n[nH]2)c1
i | -0.84 | O=C(c1ccc(N2C(=O)C3CC=C(Cl)CC3C2=O)cc1)N1CCCCC1 (stereo not given)
i | 0.87 | CCOc1ccc2oc(C(=O)NCC3CCCO3)c(C)c2c1 (stereo not given)
i | -4.3* | CC1=NNC(=O)C1C(c1ccc(F)cc1)C(C#N)C#N (stereo not given)
i | 0.09 | FC(F)(F)c1cnc(-c2cnc3c(-c4ccc(Cl)cc4)cnn3c2)c(Cl)c1
i | 0.37 | COc1ccc(CC(=O)NCCS(=O)(=O)N2CCN(c3ccccc3)CC2)cc1
i | 1.48 | c1ccc(-c2cc(-c3ccccc3)on2)cc1
i | 1.53 | COc1ccc2c(c1)cc(C)c1nnc(SCC(=O)N3CCN(C(=O)c4ccco4)CC3)n12

(further entries)
KCNQ2 inh | Kir21 block | SMILES
i | 0.75 | O=C(CCCC(=O)N(c1ccc2c(c1)OCCO2)C(C(=O)NC1CCCCC1)c1ccc(F)cc1)Nc1ccccn1 (stereo not given)
i | 1.74 | CC(C)OC(=O)CC(=O)CSc1nc2c(cc1C#N)CCCCCC2
i | -0.04 | CCN(CC)CCNC(=O)c1ccc(NC(=O)Cc2ccccc2F)cc1
i | 0.74 | O=C(c1ccc(Cl)c(S(=O)(=O)N2CCOCC2)c1)N1CCCCCC1
i | 0.25 | CC(NC(=O)C1CCC(C(=O)NC(C)c2ccccc2)CC1)c1ccccc1 (stereo not given)
i | -1.64 | COc1ccccc1-c1nnc(NC(=O)c2ccc(S(=O)(=O)N3CCOCC3)cc2)o1
i | -0.01 | C#CCO[C@@H]1C[C@H](n2cnc3c(NC(=O)c4ccccc4)ncnc32)O[C@@H]1CO
i | 0.33 | COc1ccc(OCC(=O)NNC(=O)Cc2coc3cc(OC)ccc23)cc1

(cont.)
KCNQ2 inh | Kir21 block | SMILES
i | -0.12 | COc1ccccc1N1CCN(c2cc(=O)n(-c3ccccc3Cl)c(=O)[nH]2)CC1
i | 0.04 | COc1cc2c3nnc(-c4ccc(F)cc4)c-3cn(Cc3ccccc3)c2cc1OC
i | -0.07 | CC1=C(c2ccccc2)SC2=NCCN21
i | 0.18 | O=C(NCCCc1ccccc1)c1ccc(CS(=O)Cc2ccc(Cl)cc2)o1 (stereo not given)
i | 0.08 | Cn1c(=O)c2c(nc(CN3CCN(CCO)CC3)n2Cc2cccc3ccccc23)n(C)c1=O
i | 0.01 | CCOc1ccccc1NC(=O)C1Cc2ccccc2CN1S(C)(=O)=O (stereo not given)
i | 0.56 | CSc1cccc(NC(=O)c2nnn(Cc3ccccc3)c2N)c1
i | -0.44 | O=C(NCC1CCCO1)c1ccc2c(c1)N(Cc1ccc(F)cc1)CCS2 (stereo not given)

(next part)
KCNQ2 inh | Kir21 block | SMILES
i | 0.68 | CN(Cc1ccccc1)S(=O)(=O)c1nnc(NC(=O)c2ccccc2)s1
i | -0.42 | Cc1nnc(NC(=O)CC(NC(=O)C(F)(F)F)c2ccccc2)s1 (stereo not given)
i | -0.03 | O=C(CN1C(=O)S/C(=C/c2cccnc2)C1=O)N1CCOCC1
i | 0.16 | C(/C=C/c1ccco1)=N/N1CCN(c2ccccc2)CC1
i | 1.52 | O=C(Nc1c(C(=O)Nc2ccccc2)cnn1-c1ccccc1)c1ccco1
i | 2.01 | CC(=O)Nc1ccc(S(=O)(=O)N2C3CCCC2CC(NC(=O)C2CCCCC2)C3)cc1 (stereo not given)
i | 0.05 | Nc1ccc(S(=O)(=O)Nc2nccc(/C=C/c3ccc([N+](=O)[O-])cc3)n2)cc1
i | 2.3 | Cc1n[nH]c(=S)n1/N=C/c1ccc(-c2ccccc2[N+](=O)[O-])o1

Additional entries.
KCNQ2 inh | Kir21 block | SMILES
i | 0.35 | Cc1ccc(C)c(NC(=O)C2C(c3ccccc3)C2(Cl)Cl)c1 (stereo not given)
i | 0.79 | Cc1cc(C(=O)Nc2c(C)nn(Cc3c(Cl)cccc3Cl)c2C)no1
i | 0.01 | CN1C(=O)/C(=C/c2ccco2)SC1=Nc1ccc(N2CCOCC2)cc1
i | -1.19 | CSCCC(NC(N)=O)C(=O)NCc1cccc(Cl)c1 (stereo not given)
i | 0.28 | COc1ccc(/C=N/N(C)C2=NCCN2)c(OC)c1OC
i | 1.81 | COc1ccc(OC)c(S(=O)(=O)Nc2cc3c4c(c2)CC(=O)N4CCC3)c1
i | 0.48 | CN(C)C(CNC(=O)CCC(=O)c1ccc(Br)cc1)c1ccccc1 (stereo not given)
i | -0.98 | CCOc1cc(/C=N/n2cnnc2)c(Br)cc1O

Two of the compounds above, as labelled records:
CCOc1cc(/C=N/n2cnnc2)c(Br)cc1O
  KCNQ2 inh: i; Kir21 block: -0.98
CN(C)C(CNC(=O)CCC(=O)c1ccc(Br)cc1)c1ccccc1 (stereo not given)
  KCNQ2 inh: i; Kir21 block: 0.48

Going on with the list:
KCNQ2 inh | Kir21 block | SMILES
i | -0.27 | COc1ccc(C(C)C)cc1S(=O)(=O)n1ccnc1C
i | -1.11 | CSc1c(CC(=O)NCCCO)n(Cc2ccccc2)c2ccccc12
i | -0.11 | O=S1(=O)CCC(NC(=S)Nc2ccccc2)C1 (stereo not given)
i | -0.68 | CC1CCN(S(=O)(=O)c2ccc3c(c2)N(CC(=O)NCCCN2CCCCC2)C(=O)CS3)CC1
i | 0.08 | CCn1ncc(C2=NOC(C(=O)NCc3ccc(Cl)cc3)C2)c1C (stereo not given)
i | -0.11 | COC(=O)c1ccc2c(c1)N(C)CCS2
i | 0.09 | CCSc1ncc(Cl)c(C(=O)Nc2ccccc2Cl)n1
i | -0.87 | Cn1c(SCC(=O)NCc2ccco2)nnc1-c1ccccc1

(list continues)
KCNQ2 inh | Kir21 block | SMILES
i | 0.37 | O=C(C1CCC(CNc2nc(=S)[nH]c3ccccc23)CC1)N1CCN(c2ccc(F)cc2)CC1 (stereo not given)
i | -0.75 | CC(OC(=O)c1ccccc1N1C(=O)C2C3CCC(C3)C2C1=O)C(=O)c1ccccc1 (stereo not given)
i | 2.66 | CS(=O)(=O)C1=NSC2=NC(=O)/C(=C\c3cccn3-c3ccccc3Cl)C(=N)N21
i | 0.14 | COc1ccccc1CC(=O)NC12CC3CC(CC(C3)C1)C2
i | -0.24 | Cc1ccc(C(CC(=O)NCc2ccco2)c2ccccc2)c(O)c1 (stereo not given)
i | 0.72 | COc1ccc(OCCOCCN2CCN(C)CC2)cc1
i | -0.32 | CCCCn1c(O)c(/C=C2\C=Nc3ccccc32)c(=O)[nH]c1=O
i | 0.88 | Cc1cc(C)c(S(=O)(=O)c2ccccc2)c(OC(=O)c2c(Cl)cc(Cl)cc2Cl)n1

Following part.
KCNQ2 inh | Kir21 block | SMILES
i | 0.55 | CCOc1ccc(NC(=O)COc2ccc(C(=O)NC3CCCc4ccccc43)cc2OC)cc1 (stereo not given)
i | 0.38 | O=C(COC(=O)c1cncc(Br)c1)NCC1CCCO1 (stereo not given)
i | 0.03 | CSc1ncccc1C(=O)N1CCCC(CCC(=O)NCc2ccccc2F)C1 (stereo not given)
i | -4.48* | CCCCCn1c(NCc2ccco2)nc2ccccc21
i | -1.65 | O=C(Cn1ccc([N+](=O)[O-])n1)N1CCCCC1
i | -0.02 | CC1CCCCN1Cc1nc2ccccc2c(=O)[nH]1 (stereo not given)
i | 0.11 | Cc1cc(=O)[nH]c(SCc2ccc(Cl)cc2Cl)n1
i | 0.22 | Cc1ccc(S(=O)(=O)NC(=O)c2ccc(-c3ccc(-c4ccccc4)cc3)o2)c(C)c1

Other structures.
KCNQ2 inh | Kir21 block | SMILES
i | -0.16 | COc1ccc(CCNC(=O)Cn2c([N+](=O)[O-])cnc2C)cc1OC
i | -1.55 | CCOCCCNC(=O)C(NC(=O)c1ccc(NC(C)=O)cc1)c1ccc(C)cc1 (stereo not given)
i | -3.64 | Cc1cc(C)n2nc(Sc3ncccc3[N+](=O)[O-])nc2n1
i | 2.28 | CC/C(C)=N/Oc1nc(C)cc(C)n1
i | 1.26 | O=C1C(c2ccc(F)cc2)N(CC2COc3ccccc3O2)C(=O)CN1C1CCCCC1 (stereo not given)
i | -0.85 | Cc1ccc2c(Cl)c(C(=O)N/N=C/c3cccn3C)sc2c1
i | -0.37 | O=C(CCNS(=O)(=O)c1cccc2nsnc12)NCc1cccs1
i | -0.51 | COc1ccc(CNC(=O)CCS(=O)(=O)c2ccc(Br)cc2)cc1

Carrying on.
KCNQ2 inh | Kir21 block | SMILES
i | 0.59 | Cc1ccc(SCC(=O)Nc2nncs2)cc1
i | -0.31 | O=C(CSc1ncn[nH]1)Nc1nc(-c2cccc([N+](=O)[O-])c2)cs1
i | -2.49 | COc1ccc(Cc2nc3ccc(C(=O)N(C)CCn4ccnc4)cc3o2)cc1OC
i | 0.48 | Cc1ccc2c([N+](=O)[O-])cccc2n1
i | 1.23 | CCn1cc([N+](=O)[O-])c(C(=O)Nc2cc(C)on2)n1
i | -7.62* | CC1CCN(c2nc(CN3CCCCC3)nc3scc(-c4ccccc4)c23)CC1
i | 0.82 | Cc1onc(-c2c(Cl)cccc2Cl)c1C(=O)N1CCSCC1
i | -1 | CCCNC(=O)c1cccc(Cn2nc(C)c(Br)c2C)c1

The listing continues.
KCNQ2 inh | Kir21 block | SMILES
i | 0.66 | CC(SCc1ccccc1)C(=O)N/N=C/c1ccc2c(c1)OCO2 (stereo not given)
i | 2.18 | Cc1ccc(C(=O)O)cc1S(=O)(=O)N1CCCC1
i | -0.63 | COc1cc2c(cc1OC)C(c1ccc(Cl)cc1)CC(=O)N2 (stereo not given)
i | 1.43 | CC(C)c1ccc(C(CC(=O)O)NC(=O)c2cccs2)cc1 (stereo not given)
i | 0.62 | C(=C/c1ccnc2nc(SC/C=C/c3ccccc3)nn12)/c1ccccc1
i | -1.15 | N#C/C(=N\Nc1cccc(C(F)(F)F)c1)C(=O)c1ccsc1
i | -1.32 | COc1cc(C(=O)NCC(C)C)c([N+](=O)[O-])cc1OC
i | -0.53 | CCOC(=O)CC(NC(=O)c1cccc2c1C(=O)N(Cc1cccnc1)C2)c1ccc(OCC)c(OC)c1 (stereo not given)

Later entries:
KCNQ2 inh | Kir21 block | SMILES
i | 0.06 | CC(=O)Oc1ccc2c3c(c(=O)oc2c1)CCCC3
i | -1.21 | CCCC1(CCC)NC(=O)N(CC(=O)c2cc(C)n(-c3ccc4c(c3)OCO4)c2C)C1=O
i | -0.38 | CCN1C(=O)[C@@H]2Cc3c([nH]c4ccccc34)C(c3cc(OC)c(OC)c(OC)c3)N2C1=S (stereo not given in full)
i | -0.05 | O=C(Oc1ccc(/C=N/n2cnnc2)cc1)c1cccc([N+](=O)[O-])c1
i | 0.01 | COC(=O)c1cc(N=Nc2sc(N)nc2C)cc(C(=O)OC)c1
i | 1.2 | S=c1[nH]nc(-c2ccc(Cl)cc2)n1/N=C/c1cccs1
i | 0.34 | CC(=O)Oc1ccc(/C=c2\sc3ncnn3c2=O)cc1
i | 0.45 | CCOc1ccc(S(=O)(=O)NCCC(=O)NCC2(N3CCCCC3)CCCCC2)cc1

More compounds
KCNQ2 inh | Kir21 block | SMILES
i | -1.54 | CCCCN1C(=O)C(=O)N(CC(=O)c2ccc3c(c2)OCO3)C1=O
i | 2.54 | Cc1cccc(C(=O)NCCCN(C)CCCNC(=O)c2cccc(C)c2)c1
i | -0.04 | CCOC(=O)c1cnc(N2CCN(c3ccccc3)CC2)[nH]c1=O
i | -0.03 | Cc1cc(OCCN2CCOCC2)ccc1C(C)C
i | -0.59 | CCOc1ccccc1N1CC(C(=O)N2CCc3ccccc32)CC1=O (stereo not given)
i | 0.97 | Cc1ccc(N(C(=O)C2CCC(=O)N2)C2(C(=O)NC3CCCC3)CCCCC2)cc1 (stereo not given)
i | -0.08 | Cc1c(S(=O)(=O)N2CCN(c3cccc(C(F)(F)F)c3)CC2)c(=O)n(C)c(=O)n1C
i | 1.36 | O=C(O)[C@]1(S(=O)(=O)c2ccccc2)C[C@@H]2ON=C(c3cccc(Br)c3)[C@@H]2C1

Record cards, as listed above.
Shown for Cc1cccc(C(=O)NCCCN(C)CCCNC(=O)c2cccc(C)c2)c1 = KCNQ2 inh = i; Kir21 block = 2.54
Shown for Cc1cc(OCCN2CCOCC2)ccc1C(C)C = KCNQ2 inh = i; Kir21 block = -0.03
